From PubChem
CRFR2-BP antag = antagonists of CRF-BP/CRF-R2 complex, primary screen, cell-based, HEK293, calcium dye fluorescence, uHTS | CRF-induced calcium fluorescence | inhibition, % at 11.8 µM | actives 0.59% (n = 350,000) | AID 588475, 2011;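 active = inhibition of the ligand-induced calcium signal above about 50% at the single tested concentration, limit read from the data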
CRFR2-BP ag = agonists of CRF-BP/CRF-R2 complex, primary screen, cell-based, HEK293, calcium dye fluorescence, uHTS | CRF-binding protein / CRF receptor 2 complex (human) | calcium dye fluorescence (FLIPR); percent of saturating CRF peptide response | activation, % at 13.2 µM | actives 0.46% (n = 350,000) | AID 588473, 2011;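 active = activation of at least 50%, plus an integration ratio under a set limit after plate pattern correction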;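 also: plate controls were neutral control wells without compound for no effect and CRF at EC100 for full effect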
TAAR1 antag = human TAAR1 antagonists, primary screen, Fluo-8 calcium fluorescence, CHO RD-HGA16 cells; Trace amine-associated receptor 1 (Homo sapiens), Q96RJ0; AID 624466, 2012; antagonist; actives 1.5% (n = 360,000); inhibition, % at 3 µM;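 active = inhibition above a per-plate cutoff, the mean inhibition of test compounds on that plate plus 3 SD, cut at about 49% in these data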;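 also: 0% = DMSO plus EC80 beta-PEA response and 100% = DMSO alone without agonist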
Target sequence (Q96RJ0 whole entry, looked up): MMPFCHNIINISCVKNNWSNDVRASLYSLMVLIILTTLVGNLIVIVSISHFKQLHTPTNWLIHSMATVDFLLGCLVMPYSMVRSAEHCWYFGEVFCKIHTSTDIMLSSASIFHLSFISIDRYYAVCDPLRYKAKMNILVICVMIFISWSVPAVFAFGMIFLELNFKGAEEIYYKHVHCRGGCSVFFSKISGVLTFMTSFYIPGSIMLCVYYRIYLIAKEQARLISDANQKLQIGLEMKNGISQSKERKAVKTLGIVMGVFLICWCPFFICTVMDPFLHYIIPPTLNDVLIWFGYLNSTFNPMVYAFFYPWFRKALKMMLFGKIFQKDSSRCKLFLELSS
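Test system: RD-HGA16 CHO cells with stable hTAAR1 and Gα16 / Probe or stimulus: EC80 β-phenethylamine stimulus / Times: seeding 17-24 h prior, 75-min 37 °C, 30-min RT dye loading / Detection: Fluo-8 calcium-sensitive fluorescence / Read-out basis: % inhibition scaled between DMSO and EC80 PEA controls / Repeats: singlicate, one well per test compound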
M5 antag = human M5 muscarinic receptor antagonists, primary screen, CHO cells, Fluo-8 calcium fluorescence; inhibition, % at 3 µM; Muscarinic acetylcholine receptor M5 (Homo sapiens), P08912; actives 0.59% (n = 360,000); CHO-hM5 cells, ACh EC80;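 active = inhibition above a per-plate cutoff, the mean of that plate's test compounds plus 3 SD, cut at about 27% in these data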;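 also: 0% = acetylcholine EC80 with DMSO and 100% = DMSO without agonist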
Target sequence (P08912 whole entry, looked up): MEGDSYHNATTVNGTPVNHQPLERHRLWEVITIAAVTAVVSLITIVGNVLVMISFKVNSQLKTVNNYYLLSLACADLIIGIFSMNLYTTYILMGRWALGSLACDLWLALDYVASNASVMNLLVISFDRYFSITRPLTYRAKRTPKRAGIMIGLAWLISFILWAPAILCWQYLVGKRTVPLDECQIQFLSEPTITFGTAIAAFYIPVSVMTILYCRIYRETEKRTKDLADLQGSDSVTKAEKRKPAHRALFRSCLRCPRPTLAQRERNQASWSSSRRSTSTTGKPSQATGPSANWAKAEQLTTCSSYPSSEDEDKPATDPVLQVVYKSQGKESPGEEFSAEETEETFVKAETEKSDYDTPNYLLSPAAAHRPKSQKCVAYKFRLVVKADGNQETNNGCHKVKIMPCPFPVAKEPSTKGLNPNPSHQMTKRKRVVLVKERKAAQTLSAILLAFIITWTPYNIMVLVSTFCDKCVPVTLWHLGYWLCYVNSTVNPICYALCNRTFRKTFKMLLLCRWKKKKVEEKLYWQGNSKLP
CHRM4 PAM = human M4 muscarinic receptor positive allosteric modulators, primary screen, CHO-K1 cells, Fluo-8 calcium fluorescence; Muscarinic acetylcholine receptor M4 (Homo sapiens), P08173; CHO-K1 hM4/Gqi5, ACh EC20; 0% = ACh EC20, 100% = maximal ACh; activation, % at 3 µM; actives 0.4% (n = 360,000);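 active = activation above its plate's cutoff, the mean activation of sample wells plus 3 SD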; also: some results filed as inactive read as strong as hits
TAAR1 agonist = human TAAR1 agonists, primary screen, Fluo-8 calcium fluorescence, CHO RD-HGA16 cells. Trace amine-associated receptor 1 (Homo sapiens), Q96RJ0. vehicle wells 0%, saturating PEA agonist 100%. activation, % at 3 µM. actives 0.99% (n = 360,000);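 active = activation above the mean activation of all test compounds in the run plus 3 SD, cut at about 38% in these data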
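Test system: RD-HGA16 (CHO) cells co-expressing Gα16 and hTAAR1 / Benchmarks: DMSO vehicle as 0%, PEA at EC100 as 100% / Repeats: no replicates (n 1) / Measure: % activation from peak over basal fluorescence ratio, DMSO-to-PEA scaled / Timing: 17-24 h plating, Fluo-8 75 min 37 °C, 30 min RT / Technique: kinetic Fluo-8 calcium fluorescence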
M5 ag = human M5 muscarinic receptor agonists, primary screen, CHO-K1 cells, Fluo-8 calcium fluorescence. actives 0.19% (n = 360,000). activation, % at 3 µM. CHO-K1 hM5 cells; 0% DMSO wells, 100% maximal acetylcholine response. Muscarinic acetylcholine receptor M5 (Homo sapiens), P08912;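 active = activation above the run's mean over test compounds plus 3 SD, cut at about 23% in these data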;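 also: signal is peak over basal fluorescence ratio across the kinetic read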
CHO-K1 Ca PAM = nonselective calcium activators in parental CHO-K1 cells, primary screen, counter-screen for M1 PAM project, cell-based, Fluo-8 calcium fluorescence, full deck, 1536-well; actives 0.02% (n = 360,000); AID 602247, 2012; activation, % at 3 µM; ATP EC20; 0% at ATP EC20, 100% at ATP max;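 active = activation above the run cutoff, the mean activation of all test compounds plus 3 SD, cut at about 40% in these data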;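 also: peak over basal fluorescence ratio in a 140 s read after ATP addition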
CHRM5 PAM = human M5 muscarinic receptor positive allosteric modulators, primary screen, CHO-K1 cells, Fluo-8 calcium fluorescence | activation, % at 3 µM | actives 0.3% (n = 360,000) | CHO-K1 hM5, ACh EC20 PAM; 0% = ACh EC20, 100% = ACh EC100;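 active = activation above the run cutoff, the mean activation of all test compounds plus 3 SD, cut at about 18% in these data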
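system = human M5 receptor in CHO-K1 cells | reagent = EC20 acetylcholine as agonist stimulus | compound dosing = single-point, 3 µM nominal | incubation = Fluo-8 loading 80 min at 37 °C plus 30 min room temperature | detection = Fluo-8 calcium dye fluorescence, kinetic read | benchmarks = low control EC20 acetylcholine (0%), high control EC100 acetylcholine (100%)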
Active calls of the source: *; nt = not tested or not shown.

SMILES	CRFR2-BP antag	CRFR2-BP ag	TAAR1 antag	M5 antag	CHRM4 PAM	TAAR1 agonist	M5 ag	CHO-K1 Ca PAM	CHRM5 PAM
COC(=O)c1[nH]c(=O)c2ccccc2c1O	0	2.1	nt	3	10	nt	-1	16	6
O=C(NC(c1cccnc1)c1ccc2c(c1)OCO2)C1CCN(CCOc2ccc(Cl)cc2Cl)CC1 (stereo not drawn)	nt	nt	6	1	3	16	0	14	0
CCOc1ccc(NC(=O)CN(C)C(=O)CC2CC3CCC2C3)cc1OCC (stereo not drawn)	-1	-0.2	-7	2	9	-1	-4	7	-1
COc1ccc(NC(=O)c2cccnc2)cc1OCC(C)C	7	1.9	9	13	1	1	2	21	-6
COc1ccc(CCNc2cc(C)nc3c(-c4ccccc4)cnn23)cc1OC	-4	-1.4	13	8	3	0	-5	3	-5
O=C1CCCC(O)=C1N=Nc1ccc(Cl)c(Cl)c1	36	-0.2	-1	12	-4	4	4	11	-7
Cc1cc(C)cc(N(C(=O)CNC(=O)c2ccco2)C(C(=O)NC2CCCC2)c2ccncc2)c1 (stereo not drawn)	-10	0.8	-2	6	5	0	-4	28	-1
COC(=O)CCN(C)CCC(=O)OC	15	-2.0	-1	-4	4	0	-3	-7	-2
Cc1ccc(OCC(=O)N2CCN(c3nnc(-c4ccc(C)cc4)c4ccccc34)CC2)cc1	68*	-0.7	14	5	-19	6	-4	9	-9
O=C(Nc1ccc2nn(-c3ccccc3)nc2c1)c1cccnc1	-3	0.2	19	0	-3	14	1	8	-8
CCOc1ccc(C(=O)Nc2nc3ccccc3[nH]2)cc1OCC	-14	-1.8	10	0	-6	10	-3	1	1
CC(=O)c1ccc(OCC(=O)OCC(=O)NCc2ccco2)cc1	4	-0.7	15	0	1	6	1	-3	2
Cc1ccc(NC(=O)Cn2c(C)csc2=O)cc1	19	-1.1	1	4	11	0	-5	15	8
CCCCCCCCC(=O)NCCOc1ccc(OC)cc1	3	-0.5	-6	-4	8	4	-1	-1	0
CC(=O)c1cccc(N(CC(=O)Nc2ccc(F)cc2F)S(C)(=O)=O)c1	5	0.8	-5	-2	3	5	-2	19	-4
Cc1ccc(CNS(=O)(=O)c2ccc3c(c2)CCN3C(=O)CCCC(=O)O)cc1	6	-1.8	-20	-8	11	1	0	18	7
Cc1ccc(N(CC(=O)NCc2ccco2)C(=O)CCC(=O)Nc2nccs2)cc1C	-1	-0.9	-8	5	-2	-4	1	19	2
C#CCNC(=O)C1=C[C@H](c2ccccc2)[C@@H](CCCO)[C@H](OCC)O1	17	1.1	12	8	16	0	0	-6	7
Cc1ccc(C2=NNC3(CCOC(C)(C)C3)S2)cc1 (stereo not drawn)	-22	2.5	5	-9	2	5	-3	-11	7
Brc1ccc(CSc2nnc(Cc3c[nH]c4ccccc34)o2)cc1	50*	-2.8	11	0	6	4	-2	0	0
Fc1ccc(CSc2ncnc3scc(-c4ccccc4)c23)cc1	6	2.6	38	-5	-13	1	-6	15	-4
CCOC(=O)C1CCN(C(=O)COC(=O)c2ccccc2OCC)CC1	1	-3.5	-11	4	5	4	4	8	1
COc1ccc(CC(=O)NC(C)c2ccc(S(N)(=O)=O)cc2)cc1S(=O)(=O)N1CCOCC1 (stereo not drawn)	-12	1.5	-8	-11	-1	0	-2	15	3
O=[N+]([O-])c1cccc2c(S(=O)(=O)N3CCOCC3)cccc12	-4	-3.0	-9	12	-3	-1	-2	0	-4
CC(Sc1ccccc1F)C(=O)Nc1cccc(S(=O)(=O)N2CCOCC2)c1 (stereo not drawn)	1	-0.7	5	7	1	6	1	0	-3
Cn1c(NCc2cccnc2)nc2c1c(=O)n(Cc1ccccc1F)c(=O)n2C	8	-0.1	-3	-1	-4	12	4	-3	-5
Cc1ccc(OCCC(=O)NNC(=O)c2ccc(Br)cc2)cc1	-4	-4.0	-7	9	3	2	2	13	-3
O=C(CCCn1cnc([N+](=O)[O-])n1)Nc1cccc2ccccc12	-7	0.3	-12	7	7	3	0	2	5
CCN(CC)CCNc1nc2c(c(=O)n(C)c(=O)n2C)n1C/C=C(/C)Cl	-4	1.9	6	5	-8	2	-13	3	1
CCOC(=O)c1c(S(=O)(=O)N2c3ccccc3CC2C)c(C)n(C)c1C (stereo not drawn)	0	-2.3	-6	4	3	-2	-8	7	3
CCOc1ccc2c(c1)c1nnc(SCC3CCCO3)nc1n2C (stereo not drawn)	1	-0.4	3	-4	3	-3	-5	21	4
COC(=O)[C@H]1C[C@@]2(O)CN(S(=O)(=O)c3ccc(C)cc3)C[C@@]2(OC(=O)NCc2ccccc2)C[C@H]1C(=O)OC	-7	-1.1	-20	-1	1	6	1	12	-7
CC1CCN(c2c(NCC3CCC(C(=O)NCc4ccccc4)CC3)c(=O)c2=O)CC1 (stereo not drawn)	-1	6.6	0	-1	-1	-1	-1	1	-2
CCOC(=O)C1CCCN(CCC(=O)Nc2ccccc2C)C1 (stereo not drawn)	-6	-0.2	-11	7	-4	7	-10	-1	-6
CCCc1ncc(C(O)(c2ccccc2)c2ccc(C)cc2)n1C (stereo not drawn)	-13	0.5	-9	73*	-19	2	-9	25	-19
O=[N+]([O-])c1cccc(/C=C/c2nc(C=Nc3ccc4ccccc4c3)c(O)o2)c1	-4	-1.9	12	-3	12	3	2	-9	0
COc1ccc(CC(N)c2csc(Nc3cccc(OC)n3)n2)cc1 (stereo not drawn)	nt	nt	26	2	4	61*	6	31	2
CC12CS(=O)(=O)CC1SC(=S)N2c1ccccn1 (stereo not drawn)	0	1.5	-7	-6	21	12	-1	6	5
Fc1ccc(-n2nnc(-c3cnc4ccccc4c3)n2)cc1	5	-0.4	-2	7	-1	5	-1	11	4
Nc1nc(Nc2cccc(Cl)c2)nc(NCc2ccco2)c1[N+](=O)[O-]	-17	-2.1	-68	-5	3	4	5	-14	1
Cc1ccc(-c2cc(-c3ccccc3)nc(N/N=C/c3cccnc3)n2)cc1	-7	0.5	36	3	-15	7	14	8	5
Cc1[nH]c2ccccc2c1C(=O)CN1CCN(C/C=C/c2ccccc2)CC1	-16	-1.0	2	4	2	11	-9	24	-11
CC(=O)c1cccc(NC(=O)C2Cc3c(-c4ccccc4Oc4ccccc4)ccnc3O2)c1 (stereo not drawn)	nt	nt	21	10	-7	1	-1	16	-5
COc1ccccc1-n1c([S-])c(C(=O)Nc2ccccc2C(F)(F)F)[n+]2ccc(C(=O)NCCO)cc12	-45	12	14	8	-1	12	2	22	3
CN1CCN(CCCNC(=O)c2ccc(CS(=O)(=O)c3ccc(Br)cc3)o2)CC1	-10	3.3	-25	-1	6	3	-2	22	-1
COc1ccc(Cn2c(=O)sc3ccccc3c2=O)cc1	-17	1.6	5	1	-5	5	-4	13	-6
Cc1ccccc1S(=O)(=O)N1CC(C(=O)O)=CC[C@H]1c1ccc(Cl)cc1	6	-3.9	-2	7	10	3	-2	19	2
COc1ccc(NC(=O)CN(C)C(=O)C2=NN(c3ccccc3)C(=O)CC2)cc1	3	1.4	-5	3	5	1	3	9	5
Cc1cccc(C(=O)Nc2sc(C(=O)N3CCCC3)c(C)c2C#N)c1	-21	1.0	-23	0	1	4	4	1	-2
Cc1ccc(NC(=O)CSc2nnc(Cc3ccccc3)o2)cc1	-13	0.7	-4	10	1	0	-2	12	-7
Cn1c(/C=C/c2ccccc2)nc2ccccc2c1=O	-11	-0.1	26	-2	-3	3	3	0	6
CN(C)c1ccc(C2Nc3ccccc3C(=O)N2NS(=O)(=O)c2ccccc2)cc1 (stereo not drawn)	1	0.6	-6	1	-2	7	-4	16	1
Cc1cc2c(cc1C)NC(CC(=O)NCc1ccccc1)C(=O)N2 (stereo not drawn)	1	2.2	3	-4	0	4	2	-1	-4
Cc1ccc(S(=O)(=O)NCc2ccc(C(=O)N3CCc4ccccc4C3)cc2)cc1	6	-2.3	0	-5	-4	7	-1	2	-1
Cc1cccc(-c2nnc(SCC(=O)N3c4ccccc4CCc4ccccc43)n2C)c1	2	-5.8	-6	-8	-2	0	-7	25	2
CCCCOc1ccc(C(=O)NCC(=O)N2CC(C)CC(C)C2)cc1 (stereo not drawn)	-10	-1.2	23	7	0	7	-2	6	-8
O=C(COc1ccccc1[N+](=O)[O-])Nc1cccc(Cl)c1N1CCOCC1	1	-0.2	32	20	-8	1	-3	-6	-13
Cc1ccc(S(=O)(=O)N2CCCCC2)cc1NC(=O)CNc1ccc(C(F)(F)F)cc1	-12	2.3	1	9	-7	5	-1	-2	-4
CC1CCCCC1NC(=O)CCN1C(=O)C2C3C=CC(C3)C2C1=O (stereo not drawn)	-14	0.7	-2	6	1	2	-2	18	-1
Nc1nc(SCC(=O)C23CC4CC(CC(C4)C2)C3)n[nH]1	17	-1.3	-1	-1	-1	1	2	-2	-4
Later entries:
SMILES	CRFR2-BP antag	CRFR2-BP ag	TAAR1 antag	M5 antag	CHRM4 PAM	TAAR1 agonist	M5 ag	CHO-K1 Ca PAM	CHRM5 PAM
CCN(CC(=O)Nc1cc(S(=O)(=O)N2CCOCC2)ccc1C)Cc1ccccc1	6	0.2	-17	7	2	2	2	-6	-5
CCOC(=O)c1c(-c2ccc(C)cc2)csc1NC(=O)c1cccc(N2C(=O)CCC2=O)c1	-22	-1.1	-16	-4	-8	2	-1	20	-5
O=C(CCSc1ccccc1)N1CCOCC1	2	-1.7	4	-1	-2	1	-4	11	0
CCc1nc2c(OCc3ccc(OC)cc3)cccn2c1N(C)C(=O)c1ccc(OC)cc1	nt	nt	-5	3	-4	1	-1	15	-4
